Compound activity: PubChem, several laboratories
ANO1 block: mouse TMEM16A channel inhibition, primary screen. 1.2% of 310,000 active. HEK293 TMEM16A/YFP iodide influx fluorescence, ionomycin. normalized B-score (activity score, 25-100; higher = stronger inhibition) at 10 µM. Q8BHY3. AID 588511;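 active = ratio plate-corrected score three or more library SD toward inhibition, starting fluorescence score within five deviations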;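 also: score derived from kinetic fluorescence span divided by baseline fluorescence per well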
TMEM16A act: activates or potentiates the mouse TMEM16A chloride channel; Q8BHY3; HEK293 TMEM16A/YFP-H148Q/I152L, iodide quench fluorescence; hits give low values; B-score at 10 µM; 0.3% of 340,000 active; AID 623877;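 active = fluorescence-ratio B-score plate-corrected deviation score at least 3 library SD below zero, with starting fluorescence score within 5 deviations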;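 also: channel opened by trigger with iodide after compound preincubation; score built on the fluorescence ratio of max minus min over baseline; more negative score means more quench and so TMEM16A activation or potentiation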
hERG rescue: hERG (human) protection from proarrhythmic block. Q12809. activation (rescue from dofetilide block), less the hit threshold, % at 10 µM. AID 1511. 0.51% of 310,000 active. CHO-hERG, FluxOR thallium flux, dofetilide IC70 present;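 active = activation above the mean of controls blocked by dofetilide plus 5 SD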;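 also: thallium influx through hERG after potassium depolarization seen as dye fluorescence rise; in these data hits start at about 4.7%; inactives centre near -7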
KCNQ1 pot: potentiates or activates the human KCNQ1 potassium channel. P51787. CHO-K1 KCNQ1, thallium flux FluxOR fluorescence; hits give high values. B-score at 10 µM. 0.35% of 310,000 active. AID 2648;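 active = fluorescence ratio B-score, a plate-corrected score, at least three library SD, with initial intensity B-score within 5 SD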
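Doses: Single concentration per compound, DMSO matched to controls | Test system: KCNQ1-transfected CHO-K1 cells | Timing: 90 min dye loading and 20 min compound exposure, both at room temperature | Measured by: Kinetic FluxOR thallium fluorescence, 10-s 1-Hz baseline, 110-s post-stimulus read | Medium: Assay buffer with matched DMSO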
KCNK3 inh: human KCNK3 channel inhibition, primary screen | O14649 | CHO-KCNK3 thallium flux, FluxOR fluorescence; hits give low values | B-score at 10 µM | 0.84% of 340,000 active;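 active = B-score under library mean minus 4 SD, starting fluorescence ratio at most library mean plus 5 SD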;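 also: more negative B-score means stronger inhibition of thallium flux through KCNK3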
HDAC3 inhib: blocks human histone deacetylase 3 | O15379 | recombinant HDAC3, fluorogenic peptide/trypsin coupled, fluorescence | inhibition, % at 8.3 µM | 0.15% of 320,000 active; in the data active = inhibition above about 26%, passing the limit was not always enough; inconclusive = no clear call, values can overlap the other calls
Target sequence (O15379 whole entry, looked up): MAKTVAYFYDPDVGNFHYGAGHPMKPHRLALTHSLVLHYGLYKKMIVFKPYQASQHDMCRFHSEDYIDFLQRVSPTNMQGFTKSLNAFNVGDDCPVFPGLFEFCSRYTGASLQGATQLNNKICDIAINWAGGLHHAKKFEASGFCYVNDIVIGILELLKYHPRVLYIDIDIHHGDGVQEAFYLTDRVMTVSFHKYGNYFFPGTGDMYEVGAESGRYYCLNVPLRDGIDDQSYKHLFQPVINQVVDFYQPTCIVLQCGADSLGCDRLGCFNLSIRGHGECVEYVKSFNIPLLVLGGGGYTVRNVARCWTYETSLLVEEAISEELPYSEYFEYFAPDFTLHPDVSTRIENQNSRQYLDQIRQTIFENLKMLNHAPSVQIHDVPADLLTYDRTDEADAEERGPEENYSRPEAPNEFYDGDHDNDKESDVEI
KCNK9 block: inhibitors of human KCNK9 two-pore domain potassium channel; 1.2% of 310,000 active; HEK293 KCNK9, FluxOR thallium flux fluorescence; hits give low values; B-score at 10 µM;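 active = ratio B-score over 3 SD below the library mean, with starting fluorescence within 5 SD of its mean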;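 also: negative B-score means less thallium flux so channel inhibition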
Target sequence (Q9NPC2 whole entry, looked up, the tested form may be a part): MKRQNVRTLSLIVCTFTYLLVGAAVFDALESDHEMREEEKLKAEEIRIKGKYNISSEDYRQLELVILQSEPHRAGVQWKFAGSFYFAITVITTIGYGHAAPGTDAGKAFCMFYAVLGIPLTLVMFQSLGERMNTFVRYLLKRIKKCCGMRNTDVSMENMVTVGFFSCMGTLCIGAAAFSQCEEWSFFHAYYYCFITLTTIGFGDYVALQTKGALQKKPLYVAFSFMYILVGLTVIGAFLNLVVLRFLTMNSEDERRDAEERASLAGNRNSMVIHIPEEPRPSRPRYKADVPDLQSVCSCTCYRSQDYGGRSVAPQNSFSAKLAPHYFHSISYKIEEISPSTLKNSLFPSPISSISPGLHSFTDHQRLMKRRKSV
KCNQ1 inh: human KCNQ1 channel inhibition; P51787; CHO-K1 KCNQ1, FluxOR thallium flux fluorescence; hits give high values; B-score at 10 µM; 1.3% of 310,000 active;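 active = compounds whose thallium flux B-score, printed positive for inhibition, exceeds three library SD while starting fluorescence stays within three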;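 also: channel opened by potassium depolarization with thallium stimulus after 20 min compound exposure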
TRPC4 potent: allosteric potentiators of mouse TRPC4 channel. Q9QUQ5. HEK293 TRPC4beta/mu-opioid, DAMGO EC20, Fluo-4 Ca2+ flux; hits give high values. B-score at 10 µM. 0.42% of 310,000 active. AID 2227;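 active = B-score of calcium response area above 5 SD of library B-scores, with initial fluorescence ratio within 5 SD of library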;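 also: B-score of integrated fluorescence ratio over time as area under calcium response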
TRPC4 agonist: TRPC4 (mouse) channel activation. Q9QUQ5. HEK293 TRPC4beta/mu-opioid, Fluo4 calcium fluorescence; hits give high values. B-score at 10 µM. 0.49% of 310,000 active. AID 2237;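 active = B-score above 5 SD of library B-scores, and initial fluorescence ratio not above library mean plus 5 SD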;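 also: positive B-score marks a calcium rise read as TRPC4 activation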
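Material: TRPC4beta and mu-opioid receptor HEK293 stable cells | Incubation: 45 min room-temperature Fluo4 loading, 110 s read | Detection: Kinetic Fluo4 calcium fluorescence | Measure: Integrated baseline-normalised fluorescence ratio, converted to per-well B score | Benchmarks: Low control buffer alone, high control maximal DAMGO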
DYRK1A inh: inhibitors of rat Dyrk1A kinase | Q63470 | inhibition, % at 12.5 µM | AID 504441 | 0.43% of 310,000 active | ADP-Glo luminescence, NFATc1 peptide; in the data active = inhibition above about 50%;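 also: plate controls were vehicle with enzyme for no effect and no enzyme for full effect; many of its hits are not listed in these tables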
* marks the source's active call; other numbers are inactive results; i = inactive; ? = inconclusive; / = not tested or not shown. Not all compounds are listed; rates above refer to the full screens.

SMILES | ANO1 block | TMEM16A act | hERG rescue | KCNQ1 pot | KCNK3 inh | HDAC3 inhib | KCNK9 block | KCNQ1 inh | TRPC4 potent | TRPC4 agonist | DYRK1A inh
Cc1ccc2c(c1)NC(=O)C(CC(=O)NCCN(C)C)O2 (centres undefined) | i | i | -11.7 | i | i | -2.4 | i | i | i | i | -4.2
COC(=O)C1CSC(C(=O)OC)N1C(=O)Nc1ccc(Cl)c(Cl)c1 (centres undefined) | i | i | -3.6 | i | i | -4.7 | i | i | i | i | 0.3
CC(C)(C)c1ccc(S(=O)(=O)N2CCCCC2C(=O)NCc2ccccn2)cc1 (centres undefined) | i | i | -9.3 | i | i | -4.4 | i | i | i | i | 10.0
CCOC(=O)c1oc2ccc(S(=O)(=O)n3nc(-c4cc(OC)c(OC)c(OC)c4)cc3N)cc2c1C | i | i | -35.8 | i | i | 12.8 | i | 7* | i | i | -0.1
Cn1c(SCC(=O)c2ccc3c(c2)OCO3)nnc1-c1ccccn1 | i | i | -4.6 | i | i | -2.9 | i | i | i | i | 10.6
CC(C)n1nnnc1SCC(=O)Nc1ccccc1N1CCOCC1 | i | i | -8.9 | i | i | -2.7 | i | i | i | i | -5.2
CC(=O)Nc1ccc(C(=O)N/N=C/c2cccnc2)cc1 | i | i | -10.3 | i | i | 5.4 | i | i | i | i | 8.7
CCOc1nnc(C)c2c(C)n(-c3cccc(Cl)c3)nc12 | i | i | -5.1 | i | i | -0.9 | i | i | i | i | -5.8
CCCCc1c(O)cc(C)[nH]c1=O | i | i | -2.6 | i | i | -2.9 | i | i | i | i | -7.7
CCOC(=O)COn1c(=O)c(-c2ccc(OCC)cc2)[n+]([O-])c2ccccc21 | i | i | -5.3 | i | i | -1.6 | i | i | i | i | 5.1

SMILES | ANO1 block | TMEM16A act | hERG rescue | KCNQ1 pot | KCNK3 inh | HDAC3 inhib | KCNK9 block | KCNQ1 inh | TRPC4 potent | TRPC4 agonist | DYRK1A inh
COc1ccc(-c2ccc3oc(-c4ccc(OC)cc4)c(C#CC4(O)CCCCC4)c3c2)cc1 | i | i | -6.5 | i | i | -2.9 | i | i | i | i | -8.1
CCOC(=O)c1ccc(CNC(=O)C2CCC(=O)N(Cc3cccc(OC)c3)C2)o1 (centres undefined) | i | i | -6.6 | i | i | -2.3 | i | i | i | i | 1.2
CCOC(=O)CNC(=O)CN1CCC(c2nc3ccccc3[nH]2)CC1 | i | i | -3.7 | i | i | -6.2 | i | i | i | i | 1.8
O=C(c1ccccc1F)N1CCN(c2ccc([N+](=O)[O-])c3cccnc23)CC1 | i | i | -9.1 | i | i | 3.8 | i | i | 29* | i | 7.7
O=C(NCc1cccnc1)/C(=C/c1ccc(-c2cccc(C(F)(F)F)c2)o1)NC(=O)c1ccccc1 | i | i | -24.8 | i | i | ? | i | i | i | i | 6.6
COc1cccc(CN2C(=O)C(C)N(C(=O)c3ccccc3)c3ccccc32)c1 (centres undefined) | 25* | i | -11.8 | i | i | 3.4 | i | i | i | i | 1.4
COc1ccc(C2CC(c3ccccc3)=NN2C(=O)COC(=O)c2nc3nccc(C)n3n2)cc1 (centres undefined) | i | i | -5.0 | i | i | -0.2 | i | i | i | i | -5.3
Cc1ccc(C(=O)NCCc2sc(C)nc2C)cc1 | i | i | -10.2 | i | i | 12.0 | i | i | i | i | 10.0
O=C(CN1C(=O)NC(c2ccccc2)(c2ccccc2)C1=O)c1c[nH]c2ccccc12 | i | / | -10.6 | i | / | -3.1 | i | i | i | i | /
CN(C)CCN=Cc1c(O)n(Cc2ccccc2)c(=O)c2ccccc12 | i | i | -9.0 | i | i | 2.9 | i | i | i | i | /

SMILES | ANO1 block | TMEM16A act | hERG rescue | KCNQ1 pot | KCNK3 inh | HDAC3 inhib | KCNK9 block | KCNQ1 inh | TRPC4 potent | TRPC4 agonist | DYRK1A inh
COc1ccc(C2N(c3cccc(Cl)c3)C(=O)C3CCCN32)cc1 (centres undefined) | i | i | -7.1 | i | i | 0.6 | i | i | i | i | 5.4
Cc1cc(C)cc(Oc2cc(NC(=O)c3cn(C)nc3C)cc([N+](=O)[O-])c2)c1 | i | i | -4.1 | i | i | -2.0 | i | i | i | i | 1.6
O=[N+]([O-])c1ccc(NS(=O)(=O)c2cccc3cccnc23)cc1 | i | i | -1.8 | i | i | 2.3 | i | i | i | i | -3.9
Cc1ccc(C2=NS(=O)(=O)N(C)C(C(=O)NCc3ccccn3)=C2)cc1 | i | i | -12.7 | i | i | -4.1 | i | i | i | i | 1.2
Cn1c(C(=O)OC(C(=O)NCc2ccco2)c2ccncc2)cc2sccc21 (centres undefined) | i | i | -12.6 | i | i | 4.6 | i | i | i | i | 0.6
CCCCSc1nc2sc3c(c2c(=O)[nH]1)CCC3 | i | i | -9.0 | i | i | -4.3 | i | i | i | i | 5.0
COc1cccc(CNC(=O)C(=O)N2CCC3(CC2)OCCN3S(=O)(=O)c2ccc(C)cc2)c1 | i | i | -12.3 | i | i | 4.5 | i | i | i | i | 5.8
CCCn1c(=N)c(C(=O)NC2CCCC2)cc2c(=O)n3cccc(C)c3nc21 | i | i | -19.2 | i | i | i | i | i | i | i | 1.7
Cc1ccc(COC(=O)c2nn(-c3ccccc3)nc2N)cc1 | i | i | -21.1 | i | i | -2.4 | i | i | i | i | /
Cc1cc(C(=O)Nc2sc3c(c2C#N)CCCCC3)cs1 | i | i | -16.3 | i | i | ? | i | i | i | i | 0.4

SMILES | ANO1 block | TMEM16A act | hERG rescue | KCNQ1 pot | KCNK3 inh | HDAC3 inhib | KCNK9 block | KCNQ1 inh | TRPC4 potent | TRPC4 agonist | DYRK1A inh
CCCCOc1ccc(N(CC(=O)NCc2ccccc2)C(=O)c2csnn2)cc1 | i | i | -8.3 | i | i | -7.0 | i | i | i | i | -2.5
COc1ccc(CNC(=O)C2CCN(C(=O)c3ccccc3)CC2)cc1 | i | i | -7.6 | i | i | -9.5 | i | i | i | i | 1.5
O=C(N/C=C/c1ccc(Cl)cc1)NCc1ccc(Cl)cc1 | i | i | 2.6 | i | i | 11.9 | i | i | i | i | -5.3
O=C(O)CCC(=O)NNC(=O)COc1ccc2ccccc2c1Br | i | i | -11.5 | i | i | 3.3 | i | i | i | i | 3.6
Cc1ncsc1CCOC(=O)c1ccc(N2CCOCC2)c([N+](=O)[O-])c1 | i | i | -10.2 | i | i | 2.3 | i | i | i | i | /
CC1CC(C)CN(CC(C)(C)NS(=O)(=O)c2ccc(Cl)cc2)C1 (centres undefined) | i | i | -1.5 | i | i | -5.9 | i | i | i | i | 1.7
CC(C)C(NC(=O)CN1C(=O)c2cccc3cccc1c23)C(C)C | i | i | -3.0 | i | i | 1.1 | i | i | i | i | /
C=CCc1c(C)nc(N)[nH]c1=O | i | i | 2.0 | i | i | -1.7 | i | i | i | i | -18.4
CC1CCN(C(=O)C2CCCN(S(C)(=O)=O)C2)CC1 (centres undefined) | i | i | -8.3 | i | i | / | i | i | i | i | -4.5
O=C(OCC(=O)N1CCCc2ccccc21)c1cncc(Br)c1 | i | i | 0.4 | i | i | 1.5 | i | i | i | i | -0.1

SMILES | ANO1 block | TMEM16A act | hERG rescue | KCNQ1 pot | KCNK3 inh | HDAC3 inhib | KCNK9 block | KCNQ1 inh | TRPC4 potent | TRPC4 agonist | DYRK1A inh
CCC/C(O)=C1\C(=O)CCCC1=NCCc1c(C)[nH]c2ccccc12 | i | i | -6.4 | i | i | 6.2 | i | i | i | i | 4.5
O=C(Nc1cccc2ccccc12)OCc1cncs1 | i | i | -17.3 | i | i | -4.5 | i | i | i | i | 1.3
O=C(O)c1cc(-n2cccc2)ccc1N1CCOCC1 | i | i | -9.5 | i | i | -0.3 | i | i | i | i | /
COc1cc(/C=C2\CCc3ccccc3C2=O)cc(OC)c1OC | i | i | -15.1 | i | i | 2.7 | i | i | i | i | -9.2
CCCCN1CC[C@H]2C=CC[C@@H](C(=O)Nc3ccc(Cl)c(C(F)(F)F)c3)[C@H]2C1=O | i | i | -5.2 | i | i | 1.9 | i | i | i | i | 6.8
CCOC(=O)NC(=O)/C(C#N)=C\Nc1sccc1C(=O)OC | i | i | -6.7 | i | i | 3.4 | i | i | i | i | -1.6
C/C(CCc1ccco1)=N/NC(=O)CCC(=O)Nc1ccc(Br)cc1 | i | i | -4.5 | i | i | 1.4 | i | i | i | i | 1.6
CCN1CCCCC(=N/O)/C(=N/O)CCCC1 | i | i | -3.0 | i | i | -0.3 | i | i | i | i | -1.6
O=C(Cn1cnc2ccccc21)N/N=C/c1ccccc1[N+](=O)[O-] | i | i | -8.6 | i | i | -0.2 | i | i | i | i | -5.0
O=C(NCCCN1CCOCC1)C(=O)NCCc1ccccc1 | i | i | -3.4 | i | i | 2.1 | i | i | i | i | -2.2

SMILES | ANO1 block | TMEM16A act | hERG rescue | KCNQ1 pot | KCNK3 inh | HDAC3 inhib | KCNK9 block | KCNQ1 inh | TRPC4 potent | TRPC4 agonist | DYRK1A inh
CC(C)c1ccc(C(=O)NNC(=O)c2ccncc2)cc1 | i | i | 1.1 | i | i | 4.5 | i | i | i | i | -1.6
CCOC(=O)C1=C(c2ccccc2)O/C(=C(/C(=O)OC)C(F)(F)F)S1 | i | i | -0.6 | i | i | -0.4 | i | i | i | i | -5.1
COc1ccc(C2CC(c3ccc(Cl)cc3Cl)n3nc(N)nc3N2)cc1 (centres undefined) | i | i | -6.4 | i | i | -0.5 | i | i | i | i | -2.6
Cc1c(C(=O)N2CCOCC2)cc(C(C)(C)C)n1-c1ccccc1 | i | i | -4.6 | i | i | 4.1 | i | i | i | i | 2.0
CCOC(=O)N1CCC(N(CCN(C)C)C(=S)Nc2cccc(OC)c2)CC1 | i | i | -8.9 | i | i | -8.1 | i | i | i | i | -4.9
CCCC(=O)Nc1ccc2c(c1)nc1n2CCSC1 | i | i | -8.1 | i | i | 7.7 | i | i | i | i | -5.7
Cc1ccc(-n2nnnc2C(Cl)(Cl)c2nnnn2-c2ccc(C)cc2)cc1 | i | i | -8.5 | i | i | 15.6 | i | i | i | i | -0.7
CCn1c(-c2cc(-c3ccccc3OC)nc3ccccc23)n[nH]c1=S | i | i | -7.4 | i | i | 3.0 | i | i | i | i | -2.4
Cc1cc(-c2csc(N)n2)c(C)n1CCc1ccccc1 | i | i | -15.7 | i | i | -11.1 | i | i | i | i | -1.8
O=[N+]([O-])c1nn(-c2cccc(Cl)c2)n(O)c1=NCc1cccnc1 | i | i | -9.8 | i | i | -4.7 | i | i | i | i | 1.6
CCN(CCNCC(O)COCc1ccc(Cl)cc1)c1cccc(C)c1 (centres undefined) | i | i | -19.8 | i | i | -1.8 | i | i | i | i | /
